Bioassay records: PubChem, National Center for Advancing Translational Sciences (NCATS)
Tau FP inhib: qHTS for Inhibitors of Tau Fibril Formation, Fluorescence Polarization | K18 P301L tau heparin fibrillization, Alexa594 FP, 6 h | Potency, µM (doses to about 57.7 µM), inactives show top-dose activity, negative = inhibition, actives largely listed as inhibitors | 0.39% of 280,000 active | AID 1468, 2008; further: nearly all actives have a fitted effect of over 55% in size
Target sequence (P10636 561-689 P618L limits assumed): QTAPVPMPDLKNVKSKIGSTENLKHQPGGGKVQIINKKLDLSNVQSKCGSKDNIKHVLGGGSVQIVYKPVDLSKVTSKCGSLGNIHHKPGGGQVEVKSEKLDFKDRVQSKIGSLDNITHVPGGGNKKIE
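Human tau K18 […] P301L fragment, 15 uM unlabeled plus 0.24 uM Alexa 594-labeled tau (final), with compound and 20 uM heparin in 100 mM sodium acetate pH 7; 6 hr at 37 C, then Alexa 594 FP read.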
Tau fluor counter: Counterscreen qHTS for Inhibitors of Tau Fibril Formation, Fluorescence Polarization; tau K18 P301L Alexa594 fluorescence, heparin fibrillization; Potency, µM (doses to about 57.7 µM), inactives show at the top dose activity change, negative = decrease; 0.93% of 280,000 active; further: nearly all actives have a fitted effect of over 55% in size
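Human tau K18 P301L (15 uM unlabeled, 0.24 uM Alexa 594-labeled) in 100 mM sodium acetate pH 7 with 20 uM heparin, 6 hr at 37 C. ThT 30 uM added, 1 hr ambient; Alexa 594 FP and total fluorescence read at 555/632 nm.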
Tau ThT inhib: qHTS for Inhibitors of Tau Fibril Formation, Thioflavin T Binding; Microtubule-associated protein tau (Homo sapiens), P10636; recombinant tau K18 P301L (four-repeat tau fragment), heparin-induced fibrillization, ThT fluorescence; Potency, µM (top dose mostly 57.4 µM), inactives show at the highest dose activity, negative = inhibition, usual class: inhibitors; 2.1% of 270,000 active; AID 1460, 2008; further: nearly all actives have a fitted effect of over 55% in size
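Tau K18 P301L fragment (15 uM unlabeled plus 0.24 uM Alexa 594-labeled) in 100 mM sodium acetate pH 7 with compound, fibrillization induced by 20 uM heparin for 6 hr at 37 C. Thioflavin T (30 uM) added, fluorescence read after 1 hr (ex 450, em 510 nm).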
* hit, by the source's call; ? = inconclusive. The call rests on the fitted dose curve; in most records, active means well fitted curve in the direction sought with a large enough effect; inconclusive means small, poorly fitted or top-dose-only effect, or another doubt; inactive means no such curve, though single readings can be large; an effect the other way counts as inactive or inconclusive. On the % scale 0 is the no-effect control and ±100 the full control effect; potency means the concentration at half of the fitted maximal effect.

1) CNC(=O)c1ccc2nc(Cc3ccccc3)oc2c1
2) O=C(NCCc1csc(-c2ccc(F)cc2)n1)c1c(F)cccc1Cl
3) COc1cccc(-c2cc(C(=O)Nc3cc(OC)c(OC)c(OC)c3)on2)c1
4) Cc1cccc(CNC(=O)CN2CC(C)Sc3ccccc32)c1 (stereo not drawn)
5) Cc1ccc(NC(=O)CCCn2c(=O)c3cccn3c3ccccc32)c(Cl)c1
6) Fc1ccc(C(c2nnc(-c3ccccc3)o2)N2CCN(c3cccc(Cl)c3)CC2)cc1 (stereo not drawn)
7) CCOC(=O)c1ccc(NC(=O)CSc2nc3ncc(Br)c(C)c3[nH]2)cc1
8) CN(C)c1ccc(CNC(=O)c2ccc(Cn3c(=O)c4cccn4c4cccnc43)cc2)cc1

screen / no. | 1 | 2 | 3 | 4 | 5 | 6 | 7 | 8
Tau FP inhib | -2% | 6% | 5% | 6% | -4% | -6% | ? | 1%
Tau fluor counter | 14% | -13% | ? | -16% | -5% | -14% | -19% | ?
Tau ThT inhib | 12% | -15% | -11% | 0% | ? | -8% | ? | -3%

9) Cc1ccc(CCNC(=O)C2CCN(c3nnc(C)c4c(C)n(-c5ccccc5)nc34)CC2)cc1
10) CN1c2ccccc2-c2nc(SCC(=O)Nc3ccccc3)ncc2S1(=O)=O
11) COc1ccc(CCNCc2ccc3c(c2)n(C)c(=O)n3C)cc1OC
12) Cc1ccc(C2=NN(CC(=O)NCCCN(CC(C)C)CC(C)C)C(=O)CC2)cc1
13) CCC(=O)Nc1ccccc1-c1nc2ccccc2n(CC(=O)Nc2ccc(C)c(C)c2)c1=O
14) CCOC(=O)c1c(C)[nH]c(C)c1S(=O)(=O)N(C)CC(=O)NCc1ccc(Cl)cc1
15) COc1ccc(N2CCN(C(=O)Cn3c(-c4cccs4)cc4ccccc43)CC2)cc1
16) O=C(C1CCCCC1)N(Cc1cccnc1)c1nc2c(F)cc(F)cc2s1

screen / no. | 9 | 10 | 11 | 12 | 13 | 14 | 15 | 16
Tau FP inhib | -7% | ? | 3% | -7% | -8% | -4% | 4% | -2%
Tau fluor counter | 3% | -18% | -7% | 1% | -6% | -3% | ? | -10%
Tau ThT inhib | 2% | 4% | -6% | 1% | -5% | 0% | ? | -6%

17) Cn1c(=O)c2nc(SCC(=O)Nc3cc(Cl)ccc3Cl)n(C)c2n(C)c1=O
18) CCOC(=O)c1c(S(=O)(=O)N2CCCC(C(=O)Nc3cccc(C#N)c3)C2)c(C)n(C)c1C (stereo not drawn)
19) CCOc1ccc(NC(=O)Nc2nnc(N3CCCCC3C)s2)cc1 (stereo not drawn)
20) CC(C)c1ccc(S(=O)(=O)NCc2ccc3c(c2)CCN3C(=O)c2ccccc2)cc1
21) COc1ccc(CCNS(=O)(=O)c2ccc(N3CCCCS3(=O)=O)cc2)cc1OC
22) Cc1ccc(NC(=O)C(CC(C)C)N2Cc3ccccc3C2=O)cc1F (stereo not drawn)
23) O=C(Cn1c(=O)nc(-c2ccccc2)c2cc(Cl)ccc21)N1CCN(c2ccc(F)cc2)CC1
24) Cc1ccc(CCNC(=O)CCCn2nc(C)c3c(C)n(-c4ccc(C)cc4)nc3c2=O)cc1

screen / no. | 17 | 18 | 19 | 20 | 21 | 22 | 23 | 24
Tau FP inhib | 5% | 3% | 1% | 2% | 0% | -7% | 3% | 9%
Tau fluor counter | 7% | 1% | -12% | -23% | -3% | -4% | 1% | 15%
Tau ThT inhib | 3% | 7% | ? | -5% | 5% | 2% | -15% | 5%

25) Cc1ccc2[nH]c(CSc3nnc(NC(=O)c4ccccc4C)s3)cc(=O)c2c1
26) COc1ccc(-c2cc(C(=O)NCc3ccc(F)cc3)c3c(-c4ccc(F)cc4)[nH]nc3n2)cc1OC
27) CCc1cccc(N2C(=O)CS(=O)(=O)C23C(=O)N(Cc2ccccc2)c2ccc(C)cc23)c1 (stereo not drawn)
28) Cc1cccc(Cn2cccc2CNS(=O)(=O)c2ccc(Br)cc2)c1
29) CN(C)c1ccc(CNC(=O)c2sc3ncccc3c2-n2cccc2)cc1
30) Cc1ccc(C)c(NC(=O)C2CCCN2S(=O)(=O)c2ccc3c(c2)CCCC(=O)N3)c1 (stereo not drawn)
31) CN(C(=O)CSc1nncn2c1cc1occc12)c1ccccc1
32) COc1ccccc1CNC(=O)CCC1N=C2c3ccccc3N=C(SCC(=O)Nc3ccc(F)cc3)N2C1=O (stereo not drawn)

screen / no. | 25 | 26 | 27 | 28 | 29 | 30 | 31 | 32
Tau FP inhib | 6% | 2% | -10% | 3% | 2% | 9% | -5% | -1%
Tau fluor counter | -13% | -3% | -11% | -26% | -22% | -4% | -6% | -22%
Tau ThT inhib | 6% | 10% | -1% | -5% | -13% | -4% | -16% | -3%

33) O=C(CCc1ccccc1)NCc1ccc2c(c1)CCN2C(=O)c1ccc(Cl)cc1
34) CCc1nc(SC)ncc1C(=O)N1CCN(c2cc(C)ccc2C)CC1
35) Cc1ccc(CNC(=O)Cn2ccn(-c3ccc(F)cc3)c(=O)c2=O)cc1
36) COc1cccc(-n2cc(C(=O)NCCc3cccc(C)c3)c3ccccc3c2=O)c1
37) CCOc1ccc(-c2nc(C#N)c(NCCCOC)o2)cc1
38) CNC(=O)c1ccc(CSc2nc3cccnc3n2Cc2cccc(F)c2)cc1
39) COC(=O)c1c(SC)nc2ccccc2c1OCc1ccccc1Cl
40) COCCNc1ncnc2onc(-c3ccc(F)cc3)c12

screen / no. | 33 | 34 | 35 | 36 | 37 | 38 | 39 | 40
Tau FP inhib | -4% | 3% | ? | -2% | ? | 2% | ? | -8%
Tau fluor counter | -10% | 1% | 5% | -8% | -29% | -13% | ? | -2%
Tau ThT inhib | -15% | -16% | 7% | -2% | ? | -8% | ? | 1%

41) CCC1CN(C(=O)Nc2cc(Cl)ccc2C(=O)OC)c2ccccc2S1 (stereo not drawn)
42) CCOc1ccc(S(=O)(=O)n2nc(C)c(S(=O)(=O)N3CCCCCC3)c2C)cc1
43) COc1ccc(-n2cc(C(=O)NCCc3ccc(C)cc3)c3ccccc3c2=O)cc1
44) CCOC(=O)c1c(NC(=O)c2ccc(S(=O)(=O)N(CCOC)CCOC)cc2)sc2c1CC(C)(C)NC2(C)C
45) COc1ccc(C(=O)Oc2cc(-c3ccc(OC)c(OC)c3)cc(=O)c3c(C)oc(C)c23)cc1
46) COc1ccc(N2CCN(S(=O)(=O)CCNC(=O)COc3cccc(OC)c3)CC2)cc1
47) O=C(CS(=O)(=O)c1cccc2nsnc12)Nc1ccccc1
48) COc1ccccc1CCNC(=O)c1ccc(-c2nc(CSc3ccc(C)cc3)c(C)o2)cc1

screen / no. | 41 | 42 | 43 | 44 | 45 | 46 | 47 | 48
Tau FP inhib | -7% | -8% | ? | 6% | -13% | 6% | -4% | 5%
Tau fluor counter | -6% | 12% | -23% | -8% | -23% | -16% | -6% | -7%
Tau ThT inhib | -2% | 7% | ? | 0% | ? | -9% | -4% | -9%

Laid out differently: results already given
Each structure is followed by: Tau FP inhib	Tau fluor counter	Tau ThT inhib
41	CCC1CN(C(=O)Nc2cc(Cl)ccc2C(=O)OC)c2ccccc2S1 (stereo not drawn)
→ -7%	-6%	-2%
48	COc1ccccc1CCNC(=O)c1ccc(-c2nc(CSc3ccc(C)cc3)c(C)o2)cc1
→ 5%	-7%	-9%

(listing goes on)
49) O=C(OCc1ccco1)c1ccc2c(c1)N(Cc1ccc([N+](=O)[O-])cc1)C(=O)c1ccccc1S2
50) COc1ccc(CCNC(=O)Cn2c(=O)cc(C(F)(F)F)c3c(C)nn(C)c32)cc1OC
51) COc1cccc(CNC(=O)CN2C(=O)CSc3c2c(C)nn3-c2ccccc2)c1
52) COc1ccc(CCNC(=O)c2cc3c(=O)n4cccc(C)c4nc3n2C)cc1
53) Cc1ccc(CNC(=O)CCn2ccc3cc(S(=O)(=O)N4CCCC4)ccc32)cc1
54) O=C(Cn1c(-c2cccs2)cc2cc(F)ccc21)N1CCCCC1
55) CCOc1ccccc1CNS(=O)(=O)c1ccc2c(c1)CCCN2C(C)=O
56) O=C(CSc1nc2c([nH]c3ccccc32)c(=O)n1-c1ccccc1)NCc1ccc(F)cc1

screen / no. | 49 | 50 | 51 | 52 | 53 | 54 | 55 | 56
Tau FP inhib | 3% | 4% | 0% | -8% | 2% | -3% | 2% | -10%
Tau fluor counter | -20% | 3% | -8% | 1% | -12% | -15% | -11% | -21%
Tau ThT inhib | -13% | -2% | -6% | 5% | 1% | -12% | -3% | 7%

57) CN1C(=O)Cc2cc(S(=O)(=O)N3CCN(c4cccc(C(F)(F)F)c4)CC3)ccc21
58) COc1ccc(CCNC(=O)c2ccc3c(c2)c(C)c(C)n3Cc2ccc(F)cc2)c(OC)c1OC
59) Cc1nn(-c2ccc(N3CCCC3)nn2)c(C)c1CCC(=O)Nc1ccccc1
60) O=C(NC1CC(=O)N(c2ccc(Cl)cc2)C1)C1CCCC1 (stereo not drawn)
61) O=C(CSc1nc2ccccc2n1Cc1cccc(C(F)(F)F)c1)NCc1ccccc1
62) CCc1nnc(SCc2ccc(OC)cc2)c2cc3sc(C)cc3n12
63) CCCCC(=O)Nc1cc(-c2cn3cccnc3n2)ccc1C
64) CCC(C)NC(=O)c1cc(Sc2cccc(Cl)c2)nc2ccccc12 (stereo not drawn)

screen / no. | 57 | 58 | 59 | 60 | 61 | 62 | 63 | 64
Tau FP inhib | -2% | 4% | -3% | -14% | 2% | 13% | 0% | 13%
Tau fluor counter | 2% | -14% | -5% | -5% | -15% | -9% | 1% | -11%
Tau ThT inhib | -2% | -10% | -12% | -3% | -12% | -13% | 5% | -13%

65) CCOC(=O)CSc1nc2c(sc3ccccc32)c(=O)n1Cc1ccc(C)cc1
66) CCOc1ccc(Nc2sc(C(=O)c3ccc(F)cc3)c(N)c2S(=O)(=O)c2ccc(C)cc2)cc1
67) CCCCN(C)S(=O)(=O)c1cc(-c2nnc3c4ccccc4c(C)nn23)ccc1C
68) CSc1ncc(C(=O)Nc2cccc(Cl)c2C)c(-c2ccccc2)n1
69) Cc1ccc(S(=O)(=O)N2CCCc3cc(NC(=O)c4ccc(C(F)(F)F)cc4)ccc32)cc1
70) Clc1cccc(-n2ncc3c(NC4CCCCCC4)ncnc32)c1
71) C=Cc1ccc(Cn2c(C(=O)O)c(CNCCc3ccccc3)c3ccc(C)cc32)cc1
72) CC(=O)c1ccc(NC(=O)CCn2cccn2)cc1

screen / no. | 65 | 66 | 67 | 68 | 69 | 70 | 71 | 72
Tau FP inhib | -10% | -6% | 3% | -4% | ? | ? | 1% | 3%
Tau fluor counter | -16% | 2% | 7% | -14% | ? | ? | -16% | 6%
Tau ThT inhib | 2% | -1% | -12% | -1% | -14% | -7% | -12% | 4%

Grouped by structure: the compounds so far with two or more sulfur atoms
10) CN1c2ccccc2-c2nc(SCC(=O)Nc3ccccc3)ncc2S1(=O)=O
21) COc1ccc(CCNS(=O)(=O)c2ccc(N3CCCCS3(=O)=O)cc2)cc1OC
25) Cc1ccc2[nH]c(CSc3nnc(NC(=O)c4ccccc4C)s3)cc(=O)c2c1
42) CCOc1ccc(S(=O)(=O)n2nc(C)c(S(=O)(=O)N3CCCCCC3)c2C)cc1
44) CCOC(=O)c1c(NC(=O)c2ccc(S(=O)(=O)N(CCOC)CCOC)cc2)sc2c1CC(C)(C)NC2(C)C
47) O=C(CS(=O)(=O)c1cccc2nsnc12)Nc1ccccc1
62) CCc1nnc(SCc2ccc(OC)cc2)c2cc3sc(C)cc3n12
65) CCOC(=O)CSc1nc2c(sc3ccccc32)c(=O)n1Cc1ccc(C)cc1
66) CCOc1ccc(Nc2sc(C(=O)c3ccc(F)cc3)c(N)c2S(=O)(=O)c2ccc(C)cc2)cc1

screen / no. | 10 | 21 | 25 | 42 | 44 | 47 | 62 | 65 | 66
Tau FP inhib | ? | 0% | 6% | -8% | 6% | -4% | 13% | -10% | -6%
Tau fluor counter | -18% | -3% | -13% | 12% | -8% | -6% | -9% | -16% | 2%
Tau ThT inhib | 4% | 5% | 6% | 7% | 0% | -4% | -13% | 2% | -1%

Some of the compounds tested. The share of hits here may be higher or lower than overall.
